MITF TRPM1 inh = MITF TRPM1 promoter inhibition in SK-MEL-5 cells. inhibition, % at 12.5 µM. SK-MEL-5 TRPM1 promoter luciferase, 24 h. 330,000 compounds, 0.83% hits;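 active = mean inhibition across replicates of 60% or more, whatever share of single replicates reaches that level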; note: values of inactives mirror those of a sister screen read the other way
NR2E3 ag-1 = agonists of human nuclear receptor NR2E3. Q9Y5X4. GST-NR2E3/biotin-RetCOR TR-FRET, 1536-well. inhibition of corepressor binding, % at 4.78 µM. 320,000 compounds, 0.12% hits. AID 2300;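 active = percent inhibition above the cutoff of mean plus 3 SD of all tested compounds, set per screening campaign, cut at about 20% in these data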;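 note: 0% = DMSO wells and 100% = biotin wells as full block of FRET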
Target sequence (Q9Y5X4 whole entry, looked up): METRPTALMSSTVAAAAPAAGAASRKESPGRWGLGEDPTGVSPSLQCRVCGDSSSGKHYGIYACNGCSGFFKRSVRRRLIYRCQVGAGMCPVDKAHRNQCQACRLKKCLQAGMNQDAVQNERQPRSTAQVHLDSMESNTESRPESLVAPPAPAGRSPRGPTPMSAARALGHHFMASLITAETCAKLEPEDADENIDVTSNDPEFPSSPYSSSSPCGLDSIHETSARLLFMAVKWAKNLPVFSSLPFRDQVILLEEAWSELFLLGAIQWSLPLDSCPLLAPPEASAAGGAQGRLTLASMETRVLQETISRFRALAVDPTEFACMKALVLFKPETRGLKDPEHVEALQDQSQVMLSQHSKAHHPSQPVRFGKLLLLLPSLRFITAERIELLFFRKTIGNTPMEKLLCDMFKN
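Test system – NR2E3–RetCOR corepressor complex · Quantity – NR2E3 fusion 1.35 nM · Buffer or medium – Tris pH 7.5 · Incubation – Compound–protein incubation for 5 h at 4 °C · Technique – TR-FRET, Eu(K)-anti-GST donor, streptavidin-D2 acceptor, ex 340, em 617/671 nm · Evaluation – percent inhibition of 671/617 nm emission ratio versus biotin and DMSO controls · Plate – 1536-well format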
HIF-2a inh = blocks HIF-2a reporter activity. 786-0 RCC cells HIF-2a reporter, luciferase luminescence, overnight. inhibition, % at 18.8 µM. 360,000 compounds, 0.72% hits;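 active = inhibition of the luminescence signal of 40% or more relative to plate controls, in a single-dose primary screen at 18.75 µM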
Peg3 prom inh = Peg3 promoter activity inhibition; HeLa PEG-Prom luciferase reporter, luminescence, overnight; AID 588405; 360,000 compounds, 1.7% hits; inhibition, % at 20 µM;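 active = inhibition of at least 50% at 20 µM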
PDI turbidity = inhibitors of human protein disulfide isomerase; PDI insulin aggregation turbidity, A650, 90 min; inhibition, % at 10 µM; 350,000 compounds, 0.052% hits; AID 588391;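 active = mean inhibition across replicates of 30% or more, whatever share of single replicates reach that level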;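 note: absorbance from insulin aggregation driven by PDI reduction with DTT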
Target sequence (P07237 whole entry, looked up): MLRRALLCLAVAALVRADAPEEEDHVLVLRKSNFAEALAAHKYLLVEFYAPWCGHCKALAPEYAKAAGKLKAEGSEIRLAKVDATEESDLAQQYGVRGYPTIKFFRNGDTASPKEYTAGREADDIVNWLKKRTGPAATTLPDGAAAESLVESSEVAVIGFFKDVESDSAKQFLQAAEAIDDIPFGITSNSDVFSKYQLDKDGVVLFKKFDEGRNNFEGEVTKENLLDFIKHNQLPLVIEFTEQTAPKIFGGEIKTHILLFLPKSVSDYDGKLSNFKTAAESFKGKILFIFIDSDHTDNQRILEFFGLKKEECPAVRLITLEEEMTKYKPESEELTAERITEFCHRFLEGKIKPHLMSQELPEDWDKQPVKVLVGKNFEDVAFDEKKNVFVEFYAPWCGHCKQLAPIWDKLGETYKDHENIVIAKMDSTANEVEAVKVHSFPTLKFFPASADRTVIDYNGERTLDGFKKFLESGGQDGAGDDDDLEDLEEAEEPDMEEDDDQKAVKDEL
iPSC survival up = hiPSC single-cell survival enhancement; ATPlite luminescence; 100% = ROCK inhibitor wells, 0% = DMSO; survival enhancement, % at 20 µM; 360,000 compounds, 0.044% hits; AID 602274; in the data active = survival enhancement above about 18%;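 note: cells exposed to compounds for 16 hours before the ATP read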
Shn3 3UTR inh = Schnurri-3 reporter inhibition in Clone20 osteoblasts | Clone20 osteoblast Shn3 3'UTR firefly luciferase, 24 h | inhibition, % at 12.5 µM | 360,000 compounds, 0.52% hits | AID 588674;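 active = mean inhibition of at least 75% with every replicate also reaching 75%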;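 note: 0% = median of neutral control wells and 100% = pilot-screen positive control compound; some compounds past the cut are filed as inactive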
NR2E3 ag-2 = agonists of human NR2E3 nuclear receptor | AID 602229 | 360,000 compounds, 0.35% hits | CHO-S Gal4-NCOR/VP16-NR2E3 two-hybrid, luciferase | Q9Y5X4 | inhibition of corepressor binding, % at 3.98 µM;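 active = inhibition above the mean of all tested compounds plus 3 SD, cut at about 70% in these data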;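 note: 0% = DMSO with NR2E3 transfected cells and 100% = cells lacking NR2E3 construct; higher means lower luciferase signal from less NR2E3 corepressor binding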
Cardio protect = modulators protecting cardiomyocytes from myocardial damage; AID 588492; 360,000 compounds, 0.63% hits; H9c2 cardiomyocytes, H2O2 injury protection, ATPLite, 2 h; protection from H2O2 cell death, % at 20 µM;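 active = compounds giving at least 50% protection of heart cells from peroxide-induced death in the single-dose screen, raw or plate-pattern-corrected value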;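 note: 0% = DMSO wells with peroxide and 100% = DMSO wells without peroxide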
CaV13 FRET inh = Primary screen for inhibitors of IQ motif and Ca2+-dependent inactivation inhibitor domain binding in CACNA1D, Förster resonance energy transfer in living cells, …; 340,000 compounds, 0.098% hits; AID 743397; HEK cells, CFP/YFP FRET ICDI-IQ, plate reader, 10 min; percent FRET-ratio fall versus neutral wells; inhibition, % at 12.3 µM;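 active = mean replicate inhibition of at least 30% and at least 1% of replicates passing that level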;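 note: 0% = median of the neutral control wells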
m5-HT2A agonist = mouse HTR2A agonism via beta-arrestin recruitment; P35363; CHO-K1 mHTR2A beta-arrestin complementation, luminescence; percent of 30 µM serotonin response; activation, % at 7.6 µM; 360,000 compounds, 0.66% hits;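 active = activation above a run cutoff, the mean activation of all tested compounds plus 3 SD, cut at about 14% in these data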;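 note: 0% = plate median of compound wells and 100% = 30 µM serotonin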
An asterisk follows results filed as active; . = no result given. This is a random part of the collection; overall some 3.9% were active at least once.

SMILES	MITF TRPM1 inh	NR2E3 ag-1	HIF-2a inh	Peg3 prom inh	PDI turbidity	iPSC survival up	Shn3 3UTR inh	NR2E3 ag-2	Cardio protect	CaV13 FRET inh	m5-HT2A agonist
CC(C)(CN1CCCC1)NS(=O)(=O)c1ccccc1	14	0	26	11	6	-0.5	2	-7	0	-5	0
COc1ccc(CN(C(=O)c2oc3cc(C)c(C)cc3c2C)C2CCS(=O)(=O)C2)cc1OC (stereo not drawn)	1	2	13	13	16	1.4	12	-28	8	.	10
Brc1ccc(-c2nnc3ccc(N4CCN(c5ccccc5)CC4)nn23)cc1	-13	-2	-51	10	-2	5.9	9	-28	-8	.	1
CCCCCCCCNC(=O)/C(C#N)=C/c1ccc2c(c1)OCCO2	-9	3	7	5	11	0.6	-4	-6	-15	-19	2
Cc1nc2cc(NS(=O)(=O)c3ccccc3)ccc2n1C	10	8	-10	-2	0	0.0	8	-1	-10	-2	1
COc1cc(CN2CCN(Cc3cccc(OC)c3OC)CC2)cc(OC)c1	2	2	16	13	1	-0.4	7	-4	-7	-3	-7
CCCCCCCCNc1nc(Cl)nc(NCCN2CCOCC2)n1	15	-5	23	31	-3	0.0	15	-24	2	-4	-2
COc1ccc(C(C)(O)c2nc(-c3ccc(Cl)cc3)cs2)cc1 (stereo not drawn)	.	.	4	20	-1	5.6	-7	1	-10	-9	-3
Cc1ccccc1N(CC(=O)NCc1ccc2c(c1)OCO2)C(=O)C1CSC(=O)C1 (stereo not drawn)	-9	0	17	6	10	-0.2	15	-8	2	-7	-4
CC(=O)c1ccc(NC(=O)Nc2ccc(NS(=O)(=O)c3ccc(C)cc3)cc2)cc1	8	0	13	12	-7	0.8	42	8	-20	-5	-6
CSc1ccc(/C=N/NC(=O)c2cc(O)cc(O)c2)cc1	-29	1	-165	-92	-7	-2.5	-16	-25	-13	-5	0
Cc1nc2cc(C(F)(F)F)ccc2n1C1CCN(CC(=O)N2CCOCC2)CC1	0	-1	23	-11	-6	-0.1	13	9	0	-6	0
CCN(/N=C/c1ccc(N(C)C)cc1)c1nc2ccccc2[nH]1	-9	.	-65	-73	2	-0.3	-22	-11	3	-4	-5
CCOC(=O)c1ccccc1NC(=O)COC(=O)CCNS(=O)(=O)c1ccccc1	2	1	5	1	2	-0.2	0	-8	8	.	-4
COc1cccc(/C=N/n2c(-c3cc(C)[nH]n3)n[nH]c2=S)c1O	10	-1	14	14	5	0.5	-17	8	4	-4	1
COc1cc(C)ccc1Oc1ccc([N+](=O)[O-])cc1	-13	.	-54	-31	4	-0.2	-6	-1	-16	-11	0
NS(=O)(=O)c1ccc(CCNC(=O)c2cc(-c3cc(Cl)ccc3O)n[nH]2)cc1	0	-2	18	1	-1	-0.6	-2	-12	6	-5	-9
O=C(O)C1CCCCN1S(=O)(=O)c1cccc2nsnc12 (stereo not drawn)	0	6	4	0	-1	1.2	8	-3	11	.	-1
O=C(CCl)N1c2ccccc2SCC1c1ccccc1 (stereo not drawn)	79*	-1	27	68*	15	-0.6	15	-18	-1	-7	5
Cn1c(/C=N/O)nc2ccccc21	-2	4	-16	-4	-1	-0.7	-6	-12	3	-14	-1
CC(C)Cn1c(SCC(=O)Nc2cccnc2Cl)nnc1-c1ccco1	2	.	-8	4	-11	1.2	-4	-3	8	-8	5
Cc1ccc2nc(Cl)c(/C=N/n3c(C)nnc3C)cc2c1	2	7	-50	-39	-1	-0.4	-10	-3	3	-3	7
C[C@H](NC(=O)COc1ccc(Cl)cc1)C(=O)N1CCC2(CC1)NCCc1[nH]cnc12	-3	2	9	10	7	-0.4	-11	5	0	-7	-5
O=C(/C=C/c1cccs1)NC(=S)NNC(=O)c1ccccc1O	48	0	11	25	-5	-2.2	70	-8	26	-5	3
CCCN(Cc1nc(-c2ccc(Cl)cc2)no1)CC1CCCO1 (stereo not drawn)	7	-2	-7	0	-4	-0.1	0	-14	-3	.	0
CCCc1[nH]nc2c1C(c1ccc(OC)c(Cn3nnc4ccccc43)c1)C(C#N)=C(N)O2 (stereo not drawn)	7	-2	19	11	-3	5.6	7	-8	34	.	-5
CCOc1ccc2[nH]c(C)c(CN3CCCCCC3)c(=O)c2c1	9	4	11	5	10	0.0	5	-11	6	-2	0
COc1ccc(N2CCN(C(=O)CN3C(=O)NC(c4ccc(OC)cc4)(c4ccc(OC)cc4)C3=O)CC2)cc1	6	1	18	15	1	-0.3	-10	-22	5	-3	4
COCc1cc(=O)n2[nH]c(-c3ccccc3)cc2n1	-16	1	-78	-65	8	3.2	-14	-54	10	0	0
COc1ccc2c(c1)OC[C@H]1[C@H]2N2C(=O)c3ccc(C)cc3NC(=O)[C@@]2(C)[C@H]1c1ccccc1	11	.	22	20	-3	-0.7	10	19	0	-7	-3
O=c1[nH]cc(C(F)(F)F)cc1NS(=O)(=O)c1ccccc1[N+](=O)[O-]	0	4	11	1	3	-0.2	7	-19	-13	15	-5
O=C(NCc1cccs1)C1CCCN1C(=O)NC1CCCCC1 (stereo not drawn)	-5	1	17	21	-4	3.7	-5	1	12	-6	-5
COc1ccc(N2CCN(C(=O)COC(=O)CCc3ccccc3OC)CC2)cc1	5	-1	3	-3	1	-0.5	9	-35	-4	-7	13
CCOC(=O)c1c(S(=O)(=O)NCc2ccc(OC)cc2)c(C)n(C)c1C	4	-1	5	-13	2	-0.4	1	9	0	-5	-1
O=C(Nc1ccccc1NC(=O)c1ccco1)c1ccco1	3	1	14	5	-2	0.1	-49	6	3	-4	-9
CCOc1cc2[nH]c(=S)n(CCCN(CC)CC)c(=O)c2cc1OCC	-8	0	18	-2	0	-0.2	3	4	8	-3	-1
COc1ccc(C(=O)CCC(=O)NCCc2c[nH]c3ccccc23)cc1OC	-4	-3	13	4	13	-0.1	5	2	1	-4	1
CN(Cc1cccc(Cl)c1)C(=O)C1CSC2(C)CCC(=O)N12 (stereo not drawn)	-1	1	-13	18	-45	-0.5	-9	-35	0	-10	2
N#C/C(=C\C=C\c1ccccc1)C(=O)N1CCCC1	-6	1	-50	-110	-4	-0.4	-11	8	0	-4	5
COC(=O)C(Cc1ccc(O)cc1)NC(=O)CCOc1ccc(OC)cc1 (stereo not drawn)	-10	2	19	20	19	0.7	0	0	-1	-10	-4
COc1cccc(-n2c(SCC(=O)N3CCOCC3)nc3c([nH]c4ccccc43)c2=O)c1	1	1	-10	19	16	-0.8	47	-6	-2	.	2
Cc1ccc(S(=O)(=O)N(C)C[C@@H]2Oc3ccc(NC(=O)Nc4cccc5ccccc45)cc3C(=O)N([C@H](C)CO)C[C@H]2C)cc1	1	.	10	24	1	-1.7	-5	-3	0	-6	-1
CCN(C(=O)COC(=O)Cc1cccc2ccccc12)C1CCS(=O)(=O)C1 (stereo not drawn)	0	1	15	9	-4	-0.5	0	1	-1	-3	-3
CCOC(=O)c1ccc(N=CC2=C(O)CC(C)(C)CC2=O)cc1	9	0	-4	2	0	0.0	13	-10	9	-5	1
CC(C)(C)OC(=O)NCCc1onc(-c2ccccc2F)c1C(=O)O	.	.	10	7	-1	0.0	-3	-19	5	-6	5
Cc1cc(C)n(CC(=O)N/N=C/c2ccc(C)o2)n1	-6	-3	15	23	0	1.0	5	6	2	-6	1
COc1ccc(C(=O)NC2(C(F)(F)F)C(=O)N(Cc3ccco3)C3=C2C(=O)CC(C)(C)C3)cc1OC (stereo not drawn)	3	2	0	22	5	-1.6	15	11	-2	-6	4
Nc1ncnc2nc(SCc3ccc(Cl)cc3Cl)[nH]c12	-1	-1	-10	-39	9	2.9	-4	-16	-12	.	0
Cc1ccc(-n2c(Cc3cccn3C)nnc2SCC(=O)NCc2ccco2)cc1	3	0	-13	-3	-2	-0.9	0	2	6	-3	5
Cc1ccc(-n2c(C)cn(C(=O)c3ccccc3)c2=S)cc1	-13	1	-24	-1	-14	7.5	2	-11	1	-3	-8
COCCCn1c(C(=O)NCCN2CCOCC2)cc2c(=O)n3cccc(C)c3nc21	-17	1	2	6	-1	0.0	3	-32	2	-3	-6
Cc1cc(NC(=O)c2ccc3c(c2)C(=O)N(CC(C)C)C3=O)no1	11	3	-31	11	-24	-0.9	-4	-13	-5	-5	3
Cc1nn(-c2ccccc2)c2c1/C(=N/O)CC(C)(C)C2	11	-6	28	4	2	0.2	4	-12	-6	-5	-7
O=C(Nc1ccc(-c2nc3ccccc3s2)cc1)c1cc(-n2cnnc2)ccc1Cl	50	0	-302	-91	4	2.7	22	-23	-12	-7	2
O=C(Cn1nc(C(F)(F)F)c2c1CCCC2)NCc1ccco1	-1	0	15	4	10	0.6	-5	-9	2	-4	-2
O=C(NCc1ccccn1)c1cc(-c2ccccc2)nc2ccccc12	-4	2	8	3	10	-0.1	-19	-17	-3	-3	2
CC(=O)c1ccc(NC(=O)CN2CCN(S(=O)(=O)c3ccc4ccccc4c3)CC2)cc1	-1	2	-19	8	0	-0.2	7	2	-3	-2	2
Cc1cccc(NC(=O)c2sc3nc(N)c(C#N)cc3c2N)c1	-98	1	-193	-235	-5	1.6	-104	-52	30	-17	3
COc1ccc(-n2c(=S)[nH]c3cc(C(=O)NCCCN4CCCC4=O)ccc3c2=O)cc1	-4	-3	9	3	-14	-3.4	8	10	2	-4	-2
COc1ccc(C(=O)N2CCN(c3ccc(C)cc3)CC2)cc1OC	8	-2	7	26	.	1.3	12	-1	-12	-3	-6

Next entries:
SMILES	MITF TRPM1 inh	NR2E3 ag-1	HIF-2a inh	Peg3 prom inh	PDI turbidity	iPSC survival up	Shn3 3UTR inh	NR2E3 ag-2	Cardio protect	CaV13 FRET inh	m5-HT2A agonist
Cc1ccc(CCNC(=O)CC2Oc3ccc(C)cc3NC2=O)cc1 (stereo not drawn)	.	-1	-1	5	.	6.0	-12	5	-15	-3	3
COC(=O)C1(C(=O)OC)Sc2ccccc2C1=O	0	-2	11	10	-3	-1.2	-17	-4	-1	.	7
COc1ccccc1N1CCN(C(=O)C2CCN(S(=O)(=O)c3ccccc3F)CC2)CC1	.	2	14	14	0	-0.3	0	-36	8	-5	-2
O=C(COC(=O)/C=C/c1cccc(Cl)c1)NCc1cccs1	-3	.	7	0	0	0.1	-43	1	-15	-6	7
COc1ccc(Br)cc1CN(C)CC(=O)Nc1c(Cl)ccc(C)c1Cl	-4	2	16	21	-13	-0.7	14	15	-19	-5	-5

Compound activity: PubChem BioAssay, several laboratories
